Screening results deposited in PubChem by several laboratories.
aSyn UTR inh: MLPCN primary screen, SNCA 5' untranslated region | alpha-synuclein 5'UTR reporter, inhibitor activity | inhibition, % (tested at 7.5 µM) | 300,000 tested, 0.82% active; in the data active means inhibition above about 60%;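 further: H4 neuroglioblastoma cells stably carrying SNCA 5'UTR luciferase fusion; 0% = DMSO wells and 100% = positive control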
KLF5 inhibitor: KLF5 expression inhibitors, primary screen, DLD-1 cells, luminescence; DLD-1 KLF5 promoter-luciferase reporter; inhibition, % at 5 µM; 290,000 tested, 0.23% active; AID 1700, 2009;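 active means inhibition above a per-plate limit of that plate's mean compound inhibition plus 3 SD, cut at about 60% in these data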;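 further: 0% = DMSO wells and 100% = LY294002 at 200 µM; higher means less KLF5 promoter-driven luciferase light; inactives centre near -14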
PolyA inhibitor: polyadenylation inhibitors in yeast reporter cells, primary screen, luminescence, S. cerevisiae | S. cerevisiae SKY197-pL101 polyadenylation reporter, beta-gal luminescence; efflux-impaired pdr1/pdr3 knockout yeast; score 100 = 6 SD above DMSO | calls only at 12 µM | 300,000 tested, 0.02% active;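 active means lowest replicate activity score at least 50, where 100 means six control SD above control mean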;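 further: yeast exposed to compound for 9 h at 30 °C; higher score means more reporter readthrough which indicates perturbed polyadenylation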
IEC-6 cytotox: cytotoxicity in IEC-6 intestinal epithelial cells, primary screen, cytotoxicity control for KLF5 inhibitor project, cell-based, luminescence. 290,000 tested, 0.78% active. inhibition, % at 5 µM. AID 1825, 2009. IEC-6 cytotoxicity, luminescence viability; in the data active means inhibition above about 22%;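 further: 0% = plate median of test compound wells and 100% = cytotoxic reference compound wells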
HSP90 refold inh: HSP90 inhibitors, primary screen, cell lysate, luminescence; Heat shock protein HSP 90 (rabbit reticulocyte lysate; luciferase refolding); Rabbit reticulocyte lysate, luciferase refolding luminescence, 3 h; inhibition, % at 5.6 µM; 290,000 tested, 0.91% active;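 active means inhibition above the screen-wide mean plus 3 SD, computed separately per campaign, cut at about 16% in these data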;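 further: 0% = DMSO wells and 100% = 60 µM geldanamycin wells; inhibitors lower the luminescence because luciferase stays unfolded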
GSK3A inh: blockers of GSK3A enzyme activity – biochemical, luminescence, cell-free homogeneous, HTS, primary screen; GSK-3 alpha kinase, ADP-Glo luminescence, 60 min; inhibition, % at 10 µM; 320,000 tested, 0.1% active; AID 2650, 2010;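 in the data active means inhibition above about 50%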;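 further: GST-tagged GSK-3 alpha with peptide substrate and 25 µM ATP; 0% = DMSO neutral wells and 100% = GW8510 positive control wells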
Target sequence (P49840 whole entry, looked up): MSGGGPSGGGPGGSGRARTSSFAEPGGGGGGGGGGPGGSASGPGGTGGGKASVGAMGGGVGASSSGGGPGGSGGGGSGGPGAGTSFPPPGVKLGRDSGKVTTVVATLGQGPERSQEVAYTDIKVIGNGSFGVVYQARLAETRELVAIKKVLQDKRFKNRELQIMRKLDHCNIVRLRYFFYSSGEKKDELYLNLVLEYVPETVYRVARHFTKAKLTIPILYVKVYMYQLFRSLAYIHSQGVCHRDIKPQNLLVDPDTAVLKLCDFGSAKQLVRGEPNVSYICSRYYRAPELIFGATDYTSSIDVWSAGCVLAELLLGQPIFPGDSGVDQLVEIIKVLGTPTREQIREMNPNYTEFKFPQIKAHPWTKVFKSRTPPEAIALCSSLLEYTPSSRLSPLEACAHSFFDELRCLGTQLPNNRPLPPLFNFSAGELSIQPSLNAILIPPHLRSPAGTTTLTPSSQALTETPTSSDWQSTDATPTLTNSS
HSF1 inh: HSF1 inhibitors in luciferase reporter cells, primary screen, cell-based, NIH3T3, luminescence. 300,000 tested, 0.77% active. activity change, negative = inhibition, % at 7.5 µM (by protocol). NIH3T3-HGL HSE-luciferase, MG132-induced, luminescence 8 h; stronger effect = lower value;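 active means more than half of replicate wells show activity change below -50%, luminescence cut by over half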;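 further: luciferase reports HSF-1 transcriptional activity via heat shock element; 0% = median of DMSO wells and -100% = zero luminescence signal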
AI-2 QS mod: Vibrio harveyi AI-2 quorum sensing modulators, primary screen, JMH597 strain, luminescence/OD600 ratio; Vibrio harveyi JMH597 AI-2 luminescence/OD600 ratio, 9 h; stronger effect = lower value; strain lacks LuxN and CqsS sensors; 0 = neutral-control median; activity change, % at 7.5 µM; 300,000 tested, 0.4% active; in the data active means activity change below about -75%, passing the limit was not always enough;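 further: luminescence divided by OD600 gain over 9 h not by final OD600 alone; inactives centre near 13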
GSK3beta inhib: human GSK3beta kinase inhibitors, primary screen, biochemical, cell-free homogeneous, HTS | Glycogen synthase kinase-3 beta (Homo sapiens), P49841 | GST-GSK3beta kinase, ADP-Glo luminescence, 60 min; stronger effect = lower value | activity score (negative = inhibition), % at 10 µM | 300,000 tested, 0.038% active;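 active means more than half of replicate wells score below -50%, meaning over 50% inhibition versus plate controls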;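 further: 0% = median DMSO wells and -100% = median GW8510 positive control wells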
Target sequence (P49841 whole entry, looked up): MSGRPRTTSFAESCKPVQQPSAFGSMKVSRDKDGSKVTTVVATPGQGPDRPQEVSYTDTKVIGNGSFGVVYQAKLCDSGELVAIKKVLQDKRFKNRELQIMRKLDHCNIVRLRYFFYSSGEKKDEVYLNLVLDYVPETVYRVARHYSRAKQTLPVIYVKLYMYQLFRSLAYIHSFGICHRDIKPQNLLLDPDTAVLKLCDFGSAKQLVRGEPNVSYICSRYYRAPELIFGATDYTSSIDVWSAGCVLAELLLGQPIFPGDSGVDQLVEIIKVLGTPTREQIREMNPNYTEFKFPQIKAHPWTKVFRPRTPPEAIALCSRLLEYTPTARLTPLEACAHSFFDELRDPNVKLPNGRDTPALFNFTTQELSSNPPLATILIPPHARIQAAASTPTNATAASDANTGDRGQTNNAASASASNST
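Test system – GST-tagged human GSK3beta kinase, cell-free · Incubation – 60 min enzyme reaction, room temperature · Signal – ADP-Glo luminescence · Also added – peptide substrate and ATP at 25 µM · Controls – DMSO neutral wells and GW8510 at 20 µM as positive · Buffer or medium – Tris/MgCl2 kinase buffer · Measure – Luminescence-derived activity versus plate DMSO and GW8510 wells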
HSF1 activator: HSF-1 activators, primary screen, NIH3T3-HGL cells, MG132 stress, luminescence, single point | NIH3T3-HGL HSF-1 luciferase reporter, 8 h; 100% = twice DMSO control signal | activation, % at 9 µM | 300,000 tested, 1.7% active;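 active means mean replicate activation of at least 50% with a set share of replicates each reaching 50%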;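 further: 0% = median of the neutral control wells and 100% = twice that signal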
Numbers without * were called inactive; i = inactive; . = no result given. A portion of the library (hit frequency here may not be typical).

item	Structure	GSK3A inh	PolyA inhibitor	IEC-6 cytotox	aSyn UTR inh	KLF5 inhibitor
1	O=C(CSc1nnc(CNC(=O)c2ccco2)o1)Nc1ccccc1	0	i	-3	1	-27
2	COc1ccccc1N1CCN(C(=O)CSc2nnc(NC(=O)C(C)C)s2)CC1	-3	i	4	-1	-4
3	COCCN(C(=O)COC(=O)CCSc1ccc(F)cc1)c1c(N)n(Cc2ccccc2)c(=O)[nH]c1=O	-1	i	.	8	.
4	CCn1c(NCCCO)nc2c(c1=O)C(C)(CC)Cc1ccccc1-2 (centres undefined)	0	i	-2	-29	-1
5	NCCCC[C@@H]1NC(=O)c2cc([N+](=O)[O-])cc(I)c2SC[C@@H](C(N)=O)NC(=O)[C@H](Cc2ccc(O)cc2)NC1=O	-1	i	2	-12	3
6	Cc1nc(SCC(=O)NCCc2ccccc2)c2c(=O)n(C)c(=O)n(C)c2n1	0	i	2	-21	-20
7	COc1ccc(/C=C2\NC(=O)C(C=NCc3ccccc3)=C2O)cc1	1	i	4	-8	0
8	CCOC(=O)C1CCCN(C(=O)CC(C)c2ccccc2)C1 (centres undefined)	-1	i	0	-115	-88
9	CCC(=O)N(C1=C(NC(C)C)C(=O)c2ccccc2C1=O)C(C)C	1	i	-2	-27	-20
10	COc1ccc(-c2cc(C#N)nc(NN)n2)cc1	3	i	-4	-17	-41
11	CN1CCCC(CN2c3ccccc3Sc3ccccc32)C1 (centres undefined)	3	i	2	-56	-43
12	O=C(COC(=O)c1cnccn1)Nc1ncc(Cl)cc1Cl	2	i	.	-26	.
13	CN1CCN(c2ncccc2S(=O)(=O)N2CCCCC2)CC1	-1	i	-2	1	-20
14	CN(C)C(=O)C[n+]1ccc(/C=N/O)cc1	.	i	-6	0	-18
15	Cc1cc(C(=O)N/N=C/c2cccc(Cl)c2Cl)no1	-1	i	7	-108	-80

item	HSF1 inh	GSK3beta inhib	HSF1 activator	HSP90 refold inh	AI-2 QS mod
1	-3	-1	-3	0	4
2	1	1	3	3	13
3	2	2	3	.	12
4	2	0	0	0	18
5	2	3	-3	0	8
6	-3	-1	14	0	13
7	7	1	25	-3	21
8	21	-1	24	-3	11
9	-11	1	-32	-2	7
10	12	1	20	5	13
11	-2	-1	2	-6	7
12	-6	-1	-1	.	6
13	1	0	5	2	22
14	2	4	7	1	7
15	0	-1	8	-1	20

Further entries
item	Structure	GSK3A inh	PolyA inhibitor	IEC-6 cytotox	aSyn UTR inh	KLF5 inhibitor
16	Cc1ccc(CN2CCC(N3CC(C)OC(C)C3)CC2)cc1 (centres undefined)	-1	.	0	1	-19
17	COC(=O)/C=C/c1ccc(-n2ccnc2)cc1	-2	i	1	-5	-1
18	O=C(CCc1ccccc1)Nc1ncc2c(n1)CCCC2=O	0	i	3	-12	-45
19	CNC(=S)NCCCc1ccccc1	3	i	2	5	-8
20	COc1cccc(-c2ccc(C#N)c(OC(=O)c3c(Cl)cccc3Cl)n2)c1	1	i	8	-74	-16
21	Cc1ccc2cccc(OCC(=O)N3CC(C)CC(C)C3)c2n1 (centres undefined)	0	i	1	-21	-23
22	Cc1c(C(=O)Nc2ccc3c(c2)OCO3)sc2ncn(CC(=O)N3CC(C)CC(C)C3)c(=O)c12 (centres undefined)	0	i	4	-23	-8
23	CC(=O)C1=C(C)OC(N)=C(C#N)C1c1cccc2ccccc12 (centres undefined)	0	i	-5	-18	-24
24	CC(C)[C@H](NC(=O)c1ccccc1Cl)C(=O)OCc1cc(=O)n2cc(Br)ccc2n1	2	i	-3	3	-19
25	O=c1[nH]c(N2CCCCCC2)nc2ncn(Cc3ccccc3)c12	-3	i	-1	3	-28
26	O=C(CCN1C(=O)C2CC=CCC2C1=O)N1CCN(c2ccccn2)CC1 (centres undefined)	-1	i	3	4	-38
27	COC(=O)c1cc(NC(=O)CC2NC3CCCCC3NC2=O)cc(C(=O)OC)c1 (centres undefined)	3	.	0	0	7
28	C/C(CC(=O)NC1CCCCC1)=N\NC(=O)c1ccccc1C	-1	i	9	16	3
29	CN(C)CCNC(=O)Cn1ccc2cc(S(=O)(=O)N3CCCCCC3)ccc21	-1	i	2	-2	-21
30	Cc1ccc2c(CC(=O)NNC(=O)c3ccccc3)coc2c1	-2	i	-2	19	8

item	HSF1 inh	GSK3beta inhib	HSF1 activator	HSP90 refold inh	AI-2 QS mod
16	-3	-1	10	0	13
17	2	3	12	-2	-1
18	-12	2	11	2	1
19	2	-2	-4	6	19
20	-3	2	16	-1	9
21	-2	-3	21	0	18
22	-3	7	-22	-1	30
23	9	3	5	-2	27
24	0	4	0	-4	-7
25	-1	3	1	0	17
26	-5	2	-6	-4	29
27	-1	3	-10	-4	14
28	1	4	5	-2	17
29	4	-2	-10	-1	-1
30	6	3	35	7	9

Overlap with the part before: four compounds, followed by the next part.
item	Structure	GSK3A inh	PolyA inhibitor	IEC-6 cytotox	aSyn UTR inh	KLF5 inhibitor
27	COC(=O)c1cc(NC(=O)CC2NC3CCCCC3NC2=O)cc(C(=O)OC)c1 (centres undefined)	3	.	0	0	7
28	C/C(CC(=O)NC1CCCCC1)=N\NC(=O)c1ccccc1C	-1	i	9	16	3
29	CN(C)CCNC(=O)Cn1ccc2cc(S(=O)(=O)N3CCCCCC3)ccc21	-1	i	2	-2	-21
30	Cc1ccc2c(CC(=O)NNC(=O)c3ccccc3)coc2c1	-2	i	-2	19	8
31	COc1ccc(OC)c(NC(=O)CCN2CCCCCC2)c1	5	i	2	10	-28
32	CCCCCCCCCOC(=O)C(CC(=O)O)N1CCOCC1 (centres undefined)	-2	i	9	-5	-8
33	COc1ccc(-n2ccnc(SCC(=O)NCc3ccccc3Cl)c2=O)cc1	0	i	-8	-11	7
34	O=C(Nc1c(-c2cccs2)nc2ccccn12)c1ccccc1F	-1	i	4	32	-20
35	COc1cc(C(=O)N/N=C/c2ccc(OC(=O)c3ccccc3)c(OC)c2)ccc1O	-3	i	7	-5	-33
36	COC(=O)c1sc(-c2ccc(C(C)(C)C)cc2)cc1NC(=O)CCC(=O)O	3	i	2	4	-49
37	C=CCNC(=O)CSc1nnc(-c2ccccc2Cl)n1-c1c(C)n(C)n(-c2ccccc2)c1=O	-3	i	4	1	-18
38	CC(C)(C)C(=O)Cn1ncc(N2CCCC2)c(Br)c1=O	1	i	-7	-72	-74
39	Cc1ccc2[nH]c3c(N4CCc5ccccc5C4)ncnc3c2c1	0	i	17	-3	0
40	Cc1oc2nc(SCC(=O)NCc3cccnc3)nc(N)c2c1C	-3	i	-5	21	1
41	CCOC(=O)COc1ccc(N)cc1CC(NC(C)=O)(C(=O)OCC)C(=O)OCC	0	i	-6	-3	-39
42	Cc1c(Br)c([N+](=O)[O-])nn1CC(=O)c1ccccc1	0	i	-3	24	-16
43	CCCOc1cccc(C2/C(=C(\O)c3ccc4c(c3)OCCO4)C(=O)C(=O)N2CCCn2ccnc2)c1 (centres undefined)	-2	i	3	13	-11
44	Cc1ccccc1SCC(=O)OCC(=O)NCCNC(=O)COC(=O)CSc1ccccc1C	.	i	.	-10	.
45	Cc1ccc(NC(=O)c2cc(N3C(=O)CCC3=O)ccc2N2CCOCC2)cc1	-1	i	6	-26	-14

item	HSF1 inh	GSK3beta inhib	HSF1 activator	HSP90 refold inh	AI-2 QS mod
27	-1	3	-10	-4	14
28	1	4	5	-2	17
29	4	-2	-10	-1	-1
30	6	3	35	7	9
31	-1	-2	-18	5	21
32	.	4	.	-2	21
33	5	-1	18	-4	21
34	-1	1	-2	2	24
35	11	3	4	-3	32
36	0	2	7	-2	-2
37	-3	2	0	11	17
38	12	1	21	-1	11
39	52	1	92*	-1	34
40	-6	1	-1	1	16
41	-10	4	-10	2	14
42	3	-1	-15	0	13
43	1	1	-2	3	6
44	2	-2	1	.	15
45	-7	4	0	0	28

Following part
item	Structure	GSK3A inh	PolyA inhibitor	IEC-6 cytotox	aSyn UTR inh	KLF5 inhibitor
46	C/C(=N/NC(=O)CNS(=O)(=O)c1ccc(C)cc1)c1cccc([N+](=O)[O-])c1	1	i	14	-14	-4
47	COC(=O)[C@@]12CCCCN1[C@H](c1ccc(SC3CCCCC3)cc1)[C@@H]1C(=O)N(C)C(=O)[C@@H]12	-3	i	.	10	.
48	CCOC(=O)N1CCN(c2ncnc3scc(-c4ccc(Cl)cc4)c23)CC1	1	i	-2	28	-40
49	COc1cccc(Oc2c(C)oc3c(CN4CCCCC4)c(O)ccc3c2=O)c1	-3	i	-5	1	-3
50	CCN1C(=O)CCCc2ccccc21	-3	i	3	5	-13
51	CCCNS(=O)(=O)c1cccc2cccnc12	0	i	.	-1	.
52	O=[N+]([O-])c1cccc(-c2ccc(CN3CCCCC3)o2)c1	1	i	1	7	-27
53	CSc1ccc(-c2nc(CSCC(=O)NC3CC3)c(C)o2)cc1	-2	i	-5	12	-29
54	Cc1ccc(C(=O)NCCc2ccccc2)cc1	1	i	-10	71*	58
55	CCC(=O)Nc1ccc(Cl)c(-c2nc3ncccc3o2)c1	12	i	6	13	-19
56	OC(CNC1CCCC1)COc1ccccc1Br (centres undefined)	-1	i	-2	17	-39
57	O=C(Nc1cccc(Cl)c1)N1CCN(Cc2ccccc2)CC1	4	i	0	-159	-71
58	CC1CCCC(C)N1C(=O)CSCc1ccc(Cl)cc1 (centres undefined)	-2	i	-2	-1	-21
59	Cc1cc(N=Nc2ccccc2)c(NCC(O)C(O)C(O)CO)cc1C (centres undefined)	0	i	2	-37	-34

item	HSF1 inh	GSK3beta inhib	HSF1 activator	HSP90 refold inh	AI-2 QS mod
46	-5	0	-2	4	13
47	-2	-1	7	.	12
48	1	4	27	7	-4
49	-2	0	-12	5	7
50	1	-1	5	0	26
51	-1	-2	3	.	6
52	2	-1	-2	0	44
53	-21	1	-39	0	25
54	-13	-3	-14	62*	3
55	3	0	-5	4	-3
56	7	1	18	1	14
57	3	1	25	1	22
58	3	6	9	1	9
59	5	-1	15	-1	4
